# Spn MK inh: S. pneumoniae mevalonate kinase inhibition; inhibition, % at 10 µM; purified MK, PK/LDH-coupled NADH absorbance 340 nm; actives 0.48% (n = 65,000);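 active means ranked among the strongest by inhibition in the single 10 µM screen, a fixed top-ranked set picked for dose follow-up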; further: no value below 0 was filed
# HT1080 cytotoxicity: cytotoxicity in HT1080 fibrosarcoma cells, cell-based, fluorescence readout (AID 620); actives 0.42% (n = 87,000); HT1080 viability, fluorescence; higher % means a stronger effect; cytotoxicity, % at 10 µM; hits with a dose series show EC50 in µM; in the data active means cytotoxicity above about 50%;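 further: cells exposed to compound overnight then 4 h with Alamar Blue; 0% = vehicle DMSO and 100% = killing control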
# LYP inhibition: LYP phosphatase inhibitors, primary screen, biochemical, DiFMUP fluorescence, recombinant catalytic domain, 10 µM (AID 606); recombinant LYP catalytic domain, DiFMUP fluorescence; higher % means a stronger effect; one-dose inhibition, % at 10 µM; IC50 in µM for titrated hits; 52,000 tested, under 10 active;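 active means IC50 under 40 µM in the dose-response test; inactive means IC50 of 40 µM or more, or never dose-tested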
# Spn PMK inh: S. pneumoniae PMK inhibition. purified PMK, PK/LDH-coupled NADH absorbance 340 nm. inhibition, % at 10 µM. actives 0.49% (n = 65,000). AID 539;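 active means top-ranked compounds by inhibition in the single 10 µM screen, taking a fixed number of the strongest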;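 further: 0% = full reaction with DMSO carrier and 100% = background rate without enzyme reaction; no value below 0 was filed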
# Spn DPM-DC inh: blocks S. pneumoniae diphosphomevalonate decarboxylase | purified DPM-DC, PK/LDH coupled NADH fluorescence | calls only at 10 µM | actives 0.49% (n = 65,000);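 active means the 320 compounds with the highest percent inhibition in the single-dose primary screen, excluding strongly autofluorescent ones, cut at about 32% in these data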;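 further: kinetic rate of NADH fluorescence loss reporting ADP formed by the decarboxylase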
# An asterisk follows results filed as active; i = inactive; / = not tested or not shown. This is a subset; rates above refer to the full screens.
[1] Cn1nc([N+](=O)[O-])nc1N1CCN(c2ccc(F)cc2)CC1
[2] CCCOC(=O)C1=C(C)OC23OC(N)=C(C#N)C12C(=O)c1ccccc13 (stereo unspecified)
[3] CCN(CC)S(=O)(=O)c1cc(F)ccc1OC
[4] CCOC(=O)C(Cc1ccccc1)NC(=O)CCc1c(C)nc2nc(C)nn2c1C (stereo unspecified)
[5] Cc1cc(C)nc(Nc2ncc(O)n2-c2ccc(C)c(C)c2)n1
[6] Nc1cc(=O)[nH]c(SCC(=O)Nc2ccc(F)c(Cl)c2)n1
[7] CC1(C)N=C(SCC(=O)Nc2ccc(Cl)cc2Cl)C(c2ccccc2)=N1
[8] C=CCNC(=O)c1snnc1-c1ccccc1
compound no.	1	2	3	4	5	6	7	8
Spn MK inh	/	/	/	/	/	/	/	/
HT1080 cytotoxicity	0%	-6%	-4%	-2%	2%	-16%	-2%	-3%
LYP inhibition	/	/	/	/	/	/	/	/
Spn PMK inh	/	/	/	/	/	/	/	/
Spn DPM-DC inh	/	/	/	/	/	/	/	/

# Only Spn DPM-DC inh, HT1080 cytotoxicity and Spn PMK inh, for some of the entries so far:
cpd	compound	Spn DPM-DC inh	HT1080 cytotoxicity	Spn PMK inh
2	CCCOC(=O)C1=C(C)OC23OC(N)=C(C#N)C12C(=O)c1ccccc13 (stereo unspecified)	/	-6%	/
3	CCN(CC)S(=O)(=O)c1cc(F)ccc1OC	/	-4%	/
7	CC1(C)N=C(SCC(=O)Nc2ccc(Cl)cc2Cl)C(c2ccccc2)=N1	/	-2%	/
1	Cn1nc([N+](=O)[O-])nc1N1CCN(c2ccc(F)cc2)CC1	/	0%	/
6	Nc1cc(=O)[nH]c(SCC(=O)Nc2ccc(F)c(Cl)c2)n1	/	-16%	/
5	Cc1cc(C)nc(Nc2ncc(O)n2-c2ccc(C)c(C)c2)n1	/	2%	/

# Continuation:
[9] O=C(Nc1ccc2ccccc2c1)Nc1ccc2snnc2c1
[10] CCOC(=O)c1sc(NS(=O)(=O)c2ccccc2)nc1C
[11] O=C(Nc1cccnc1)c1ccccc1-c1nc(-c2ccccc2F)no1
[12] Cc1ccc(NC(=O)N2CCC(C(=O)Nc3ccc(C)cc3C)CC2)cc1
[13] Clc1ccc(-c2ccc(/C=N/Nc3cc(N4CCOCC4)nc(N4CCOCC4)n3)o2)cc1
[14] Cc1cc(=O)c2ccc3ccccc3c2[nH]1
[15] O=C(Nc1cccnc1)c1ccc(F)cc1
[16] Fc1ccccc1OCCCCSc1ncccn1
compound no.	9	10	11	12	13	14	15	16
Spn MK inh	/	/	/	/	/	/	/	/
HT1080 cytotoxicity	0%	-27%	-13%	8%	-16%	1%	13%	2%
LYP inhibition	/	/	/	/	/	/	/	/
Spn PMK inh	/	/	/	/	/	/	/	/
Spn DPM-DC inh	/	/	/	/	/	/	/	/

[17] CC(=O)c1c(C)[nH]c(C(=O)NCc2ccccc2)c1C
[18] COc1cc(OC)c(C2=NOC(C(=O)N3CCCc4ccccc43)C2)cc1Cl (stereo unspecified)
[19] O=C(CSCc1c(Cl)cccc1Cl)NCC1CCCO1 (stereo unspecified)
[20] Cn1nnnc1SCC(=O)NCc1cccs1
[21] N#Cc1cn(CC(=O)N2CCc3ccccc3C2)c2ccccc12
[22] CCC1=C2CC[C@H]3C(=O)N(C)C(=O)[C@H]3[C@H]2[C@@]2(Cc3ccccc3)C(=NCC3CC3)OC(=O)N2C1=O
[23] CC(C)Oc1ccc(N2CC(C(=O)Nc3ccc(N4CCOCC4)cc3)CC2=O)cc1 (stereo unspecified)
[24] N#Cc1c(C(F)(F)F)cc(C2CC2)nc1N1CCCC1
compound no.	17	18	19	20	21	22	23	24
Spn MK inh	/	/	/	/	/	/	/	/
HT1080 cytotoxicity	-6%	2%	-1%	-1%	5%	-1%	-14%	-12%
LYP inhibition	/	/	/	/	/	/	/	/
Spn PMK inh	/	/	/	/	/	/	/	/
Spn DPM-DC inh	/	/	/	/	/	/	/	/

[25] O=C(C1CCN(S(=O)(=O)c2cccnc2)CC1)N1CCCCC1
[26] COC(CN1C(=O)C(O)=C(C(C)=O)C1c1ccccn1)OC (stereo unspecified)
[27] Cc1c(NC(C)c2cc(Cl)ccc2O)c(=O)n(-c2ccccc2)n1C (stereo unspecified)
[28] CCOC(=O)/C(=C\Nc1ccc(OC(F)(F)F)cc1)Sc1ncc(C(F)(F)F)cc1Cl
[29] COc1ccc(NC(=O)CC2C(=O)N(c3cccc(C)c3)C(=O)N2C2CCCCC2)cc1 (stereo unspecified)
[30] COc1ccc(C2=NOC3(CC(=O)N(c4ccc(C)cc4)C3=O)C2)cc1 (stereo unspecified)
[31] COc1ccccc1C(c1nnnn1C(C)(C)C)N1CCN(Cc2ccccc2)CC1 (stereo unspecified)
[32] CC(SCc1cn2cc(Cl)ccc2n1)C(=O)O (stereo unspecified)
compound no.	25	26	27	28	29	30	31	32
Spn MK inh	/	/	/	/	/	/	/	/
HT1080 cytotoxicity	2%	-1%	-8%	-9%	7%	-7%	1%	-10%
LYP inhibition	/	/	/	/	/	/	/	/
Spn PMK inh	/	/	/	/	/	/	/	/
Spn DPM-DC inh	/	/	/	/	/	/	/	/

# Part of the list above, as labelled records:
[31] COc1ccccc1C(c1nnnn1C(C)(C)C)N1CCN(Cc2ccccc2)CC1 (stereo unspecified)
  Spn MK inh = /
  HT1080 cytotoxicity = 1%
  LYP inhibition = /
  Spn PMK inh = /
  Spn DPM-DC inh = /

[32] CC(SCc1cn2cc(Cl)ccc2n1)C(=O)O (stereo unspecified)
  Spn MK inh = /
  HT1080 cytotoxicity = -10%
  LYP inhibition = /
  Spn PMK inh = /
  Spn DPM-DC inh = /

# The listing continues.
[33] Nc1ncnc2c1ncn2[C@H]1C[C@H](O)[C@@H](COP(=O)(O)O)O1
[34] CCOC(=O)N1c2ccccc2C=CC1OCC (stereo unspecified)
[35] N[C@@H](Cc1cc(I)c(Oc2cc(I)c(O)c(I)c2)c(I)c1)C(=O)O
[36] O=C1OCCN1/N=C/c1ccc([N+](=O)[O-])o1
[37] Nc1[nH]c(=O)ncc1F
[38] NC(=O)c1ccc(-c2ncc(-c3ccccc3)o2)cc1
[39] C=CCN(CC=C)CC(O)Cn1c2ccccc2c2ccccc21 (stereo unspecified)
[40] CCCCCC(=O)Nc1ccc(S(=O)(=O)Nc2nccnc2OC)cc1
[41] COc1cc(OC)cc(C(=O)Nc2ccc(-c3nc4ccccc4o3)c(O)c2)c1
[42] Cc1nnc(Sc2nc3c(c(=O)n(C)c(=O)n3C)n2Cc2ccc(Cl)cc2)s1
[43] O=c1oc2ccccc2cc1-c1nc2ccccc2o1
compound no.	33	34	35	36	37	38	39	40	41	42	43
Spn MK inh	/	/	/	/	/	3	3	0	0	0	3
HT1080 cytotoxicity	-13%	-1%	4%	-9%	-8%	/	/	/	/	/	/
LYP inhibition	8%	5%	9%	21%	15%	/	/	/	/	/	/
Spn PMK inh	/	/	/	/	/	18	6	14	17	0	24
Spn DPM-DC inh	/	/	/	/	/	/	i	i	/	i	/

# 3 records drawn at random from the list so far, as already listed:
[43] O=c1oc2ccccc2cc1-c1nc2ccccc2o1
[38] NC(=O)c1ccc(-c2ncc(-c3ccccc3)o2)cc1
[37] Nc1[nH]c(=O)ncc1F
compound no.	43	38	37
Spn MK inh	3	3	/
HT1080 cytotoxicity	/	/	-8%
LYP inhibition	/	/	15%
Spn PMK inh	24	18	/
Spn DPM-DC inh	/	/	/

# Screening results as filed in PubChem BioAssay.
